# Runt-CBFb FRET – inhibitors of human RUNX1 Runt domain binding to CBFb; 220,000 tested, 0.46% active; AID 1496; Cerulean-Runt/Venus-CBFb FRET ratio 530/480, 1 h; inhibition, % at 20 µM;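 active = inhibition over about 50% at 20 µM in the single-dose screen, limit read from the data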;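 also: 0% = DMSO wells and 100% = excess unlabeled CBFb competitor control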
#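 Measured by: fluorescence energy transfer, 422 nm excitation, 530/480 nm emission; Assay system: Cerulean-Runt domain; Medium: Tris pH 7.5 buffer with BSA; Measure: loss of energy transfer signal; Controls: 5 µM unlabeled CBFb as full-inhibition high control; Incubation: protein complex preformed 1 h, compound exposure 1 h, room temperature, dark.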
# FXIIa inh 1536 – inhibitors of human coagulation factor XIIa; P00748; purified FXIIa, Boc-QGR-AMC fluorogenic substrate, 2 h; inhibition, % at 5 µM; 220,000 tested, 0.3% active; AID 800; in the data active = inhibition above about 40%;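 also: 0% = enzyme with no compound and 100% = blank without enzyme; many of its hits are not listed in these tables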
# Target sequence (P00748 20-372 limits assumed): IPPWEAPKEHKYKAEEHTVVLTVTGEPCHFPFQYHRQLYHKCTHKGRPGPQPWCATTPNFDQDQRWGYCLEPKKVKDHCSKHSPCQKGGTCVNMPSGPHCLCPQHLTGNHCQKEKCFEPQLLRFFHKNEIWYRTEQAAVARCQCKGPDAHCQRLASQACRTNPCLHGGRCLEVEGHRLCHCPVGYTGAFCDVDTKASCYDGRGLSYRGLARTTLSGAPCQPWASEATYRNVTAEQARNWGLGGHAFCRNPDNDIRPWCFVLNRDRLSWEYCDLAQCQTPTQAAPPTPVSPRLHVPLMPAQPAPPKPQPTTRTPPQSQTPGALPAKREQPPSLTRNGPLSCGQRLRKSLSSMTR
# Target sequence (P00748 373-615 limits assumed): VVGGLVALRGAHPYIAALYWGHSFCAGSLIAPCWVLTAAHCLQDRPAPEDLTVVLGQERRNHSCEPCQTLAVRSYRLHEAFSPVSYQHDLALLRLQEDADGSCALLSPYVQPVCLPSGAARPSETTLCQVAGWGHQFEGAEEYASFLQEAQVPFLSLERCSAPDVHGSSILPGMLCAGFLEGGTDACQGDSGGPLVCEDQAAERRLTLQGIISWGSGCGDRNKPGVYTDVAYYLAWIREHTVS
# Runt-SMMHC FRET – blocks binding of human RUNX1 Runt domain to CBFb-SMMHC; Q01196+Q13951; Cerulean-Runt/Venus-CBFb-SMMHC FRET ratio 530/480, 1 h; inhibition, % at 20 µM; 220,000 tested, 0.74% active;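 active = mean inhibition across duplicate retests at 20 µM reaching about 50%, limit read from the data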;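 also: 0% = DMSO wells and 100% = wells with excess untagged CBFb-SMMHC; inhibitors lower the FRET ratio by blocking Runt binding to CBFb-SMMHC; some results filed as inactive read as strong as hits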
# KLK5 inh – kallikrein 5 (human) inhibition; Q9Y337; recombinant hK5, fluorogenic AMC substrate cleavage; inhibition, % at 5 µM; 210,000 tested, 0.59% active; AID 873;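 active = inhibition of 40% or more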;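 also: 0% = enzyme controls without compound and 100% = no-enzyme blanks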
# Wee1 stabilizer – human Wee1 degradation inhibition, primary screen; P30291; HeLa Luc-Wee1K328M stability, luciferase luminescence; 100% = proteasome inhibitor MG132 effect; reporter increase, % at 5 µM; 220,000 tested, 1.2% active; AID 1321;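 active = activation above the mean of all tested compounds plus 3 SD, set per screening run, cut at about 8.8% in these data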;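 also: cells exposed to compound for 20 h before luminescence read; 0% = DMSO alone and 100% = MG132 at 30 µM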
# FXIa inh 1536 – factor XIa (human) inhibition. P03951. purified FXIa, Boc-Glu-Ala-Arg-AMC fluorogenic substrate. inhibition, % at 5 µM. 220,000 tested, 0.14% active. AID 798;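 active = inhibition of at least 40%; inactive = inhibition below 40%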;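 also: fluorescence of freed AMC excited at 355 nm; 0% = enzyme without compound and 100% = no enzyme blank; many of its hits are not listed in these tables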
# 14-3-3 Bad PPI – disrupts binding of bovine 14-3-3 zeta to phospho-Bad peptide; P63103; TR-FRET 14-3-3zeta/Dy647-pBad peptide displacement, 1 h; inhibition, % at 21.7 µM; 220,000 tested, 0.71% active;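 active = inhibition above about 70%, limit read from the data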;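 also: 0% = full 14-3-3 plus peptide FRET controls and 100% = background without 14-3-3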
# Target sequence (P63103 whole entry, looked up): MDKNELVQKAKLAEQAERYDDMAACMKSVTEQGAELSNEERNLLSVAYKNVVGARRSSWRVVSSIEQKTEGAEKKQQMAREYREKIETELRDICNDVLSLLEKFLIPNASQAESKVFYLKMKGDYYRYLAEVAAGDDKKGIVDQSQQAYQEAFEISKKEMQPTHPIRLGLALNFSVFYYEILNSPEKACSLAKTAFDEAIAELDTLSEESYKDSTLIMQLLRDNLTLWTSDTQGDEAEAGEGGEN
# Hck-Nef inh – blocks Nef-activated human Hck kinase; P08631; Recombinant Hck-YEEI plus Nef, Z-Lyte FRET kinase assay; inhibition, % at 20 µM; 220,000 tested, 0.68% active; AID 463187;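 active = Hck-Nef kinase inhibition above about 50%, limit read from the data; inactive = inhibition below that limit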;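 also: 0% = DMSO with Hck plus Nef and 100% = Hck alone without Nef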
# Thrombin inh – inhibitors of human thrombin. 220,000 tested, 0.26% active. P00734. inhibition, % at 5 µM. AID 1046. alpha-thrombin, Boc-VPR-AMC fluorogenic substrate cleavage;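 active = inhibition at or above 40%; inactive = inhibition below 40%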;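 also: 0% = enzyme with no compound and 100% = wells without enzyme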
#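 System – human alpha-thrombin protein · Reagent – Boc-VPR-AMC substrate, 15 µM final · Compound – 5 µM single dose in 0.2% DMSO · Schedule – reaction at room temperature · Technique – AMC fluorescence at 355 nm excitation and 460 nm emission · Read-out basis – % inhibition relative to enzyme controls and enzyme-free blanks · Control set – no-compound enzyme wells and no-enzyme blanks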
# * marks the source's active call; other numbers are inactive results; nt = no result given; [ ] = dose if it differs, or a comment.
# The opening 3 records, to show the layout:
SMILES,Runt-CBFb FRET,FXIIa inh 1536,Runt-SMMHC FRET,KLK5 inh,Wee1 stabilizer,FXIa inh 1536,14-3-3 Bad PPI,Hck-Nef inh,Thrombin inh
c1coc(-c2nc(-c3ccco3)c(-c3ccco3)nc2-c2ccco2)c1,51.1*,-8.0,46.3,70.5*,-0.4,25.4,55.2[fluorescence artefact?],59.8*,32.3
CCOc1ccc(NC(=NCc2ccc3c(c2)OCO3)SC2CC(=O)N(c3ccc(C(=O)O)cc3)C2=O)cc1 (stereo not given),-3.6,8.9,-26.4,-15.3,0.0,3.4,1.2[fluorescence artefact?],-8.5,-3.8
Cc1ccc(Nc2nnc(SCC(=O)NCCN3C(=O)CSC3=O)s2)cc1C,-4.6,2.3,-0.9,-6.6,-1.7,-8.7,-2.9,-0.3,-11.7

# The whole of this part (from the top)
SMILES,Runt-CBFb FRET,FXIIa inh 1536,Runt-SMMHC FRET,KLK5 inh,Wee1 stabilizer,FXIa inh 1536,14-3-3 Bad PPI,Hck-Nef inh,Thrombin inh
c1coc(-c2nc(-c3ccco3)c(-c3ccco3)nc2-c2ccco2)c1,51.1*,-8.0,46.3,70.5*,-0.4,25.4,55.2[fluorescence artefact?],59.8*,32.3
CCOc1ccc(NC(=NCc2ccc3c(c2)OCO3)SC2CC(=O)N(c3ccc(C(=O)O)cc3)C2=O)cc1 (stereo not given),-3.6,8.9,-26.4,-15.3,0.0,3.4,1.2[fluorescence artefact?],-8.5,-3.8
Cc1ccc(Nc2nnc(SCC(=O)NCCN3C(=O)CSC3=O)s2)cc1C,-4.6,2.3,-0.9,-6.6,-1.7,-8.7,-2.9,-0.3,-11.7
O=C(CCc1c[nH]c2ccccc12)N1CCN(c2ccc(F)cc2)CC1,0.5,2.8,1.1,nt,-1.6,-0.9,-9.7,-0.8,-5.3
CC(C)NC(=O)CSc1nnc(-c2ccc(C(C)(C)C)cc2)n1C,-3.0,1.0,1.1,-24.6,2.8,19.0,-12.0[fluorescence artefact?],1.4,1.4
COc1cccc(OCCCOc2ccccc2C(C)C)c1,-1.0,18.6,-1.9,-8.4,-3.6,-2.3,-2.5,-0.3,-8.9
Cc1ccc2[nH]c(C(=O)NN=C3CCCCC3)c(-c3ccccc3)c2c1,-7.5,1.7,3.2,-12.4,15.7*,0.6,-8.3,3.6,4.0
OC(CNCC1(N2CCCCC2)CCCCC1)COc1ccc(Cl)cc1Cl (stereo not given),0.2,6.5,3.2,11.2,-2.6,5.0,7.8,21.6,-3.1

# Taken from the results shown for reference:
SMILES,Runt-CBFb FRET,FXIIa inh 1536,Runt-SMMHC FRET,KLK5 inh,Wee1 stabilizer,FXIa inh 1536,14-3-3 Bad PPI,Hck-Nef inh,Thrombin inh
c1coc(-c2nc(-c3ccco3)c(-c3ccco3)nc2-c2ccco2)c1,51.1*,-8.0,46.3,70.5*,-0.4,25.4,55.2[fluorescence artefact?],59.8*,32.3
CCOc1ccc(NC(=NCc2ccc3c(c2)OCO3)SC2CC(=O)N(c3ccc(C(=O)O)cc3)C2=O)cc1 (stereo not given),-3.6,8.9,-26.4,-15.3,0.0,3.4,1.2[fluorescence artefact?],-8.5,-3.8

# Going on with the list.
SMILES,Runt-CBFb FRET,FXIIa inh 1536,Runt-SMMHC FRET,KLK5 inh,Wee1 stabilizer,FXIa inh 1536,14-3-3 Bad PPI,Hck-Nef inh,Thrombin inh
Cc1ccccc1-n1c(C)cc(/C=N/Nc2ccc([N+](=O)[O-])cn2)c1C,-14.0,14.1,-24.3,12.2,-1.2,-9.7,9.7[fluorescence artefact?],-8.0,6.8
O=C(c1ccccc1Sc1c(Cl)cccc1[N+](=O)[O-])N1CCOCC1,0.6,5.4,0.4,-6.9,-2.0,-1.7,-2.1[fluorescence artefact?],7.1,-3.7
COc1ccc(N2CCN(S(=O)(=O)c3ccc(OC)cc3)CC2)cc1,-1.2,0.0,0.6,-3.9,-2.0,-9.1,-10.5[fluorescence artefact?],-20.8,0.1
COc1cc(/C=C2/NC(=O)N(Cc3ccccc3F)C2=O)ccc1O,-4.7,8.8,-6.6,nt,0.8,1.9,-6.6,-21.2,-1.9
COc1ccccc1-c1nnc2sc(COc3ccccc3)nn12,-1.5,18.5,0.9,-13.6,2.9,11.0,-11.2,0.8,-0.9
O=C(O)c1[nH]c2ccc(Cl)cc2c1CC(=O)N1CCN(c2ccccc2)CC1,-1.1,-15.5,-3.0,1.6,-2.4,-10.2,5.4,8.0,-4.7
COc1ccc(C(=O)NC(=S)NCc2ccco2)cc1OC,2.2,3.3,-0.1,-26.3,0.3,6.4,-11.0,2.3,-6.7
COC(=O)Cc1c[nH]c2cccc(OCC(O)CN(Cc3ccccc3)C(C)C)c12 (stereo not given),-2.0,18.0,-1.9,-7.9,1.8,10.3,2.7,4.8,5.4

# Some of the entries so far, with two lines to a compound:
# Results follow in this order: Runt-CBFb FRET, FXIIa inh 1536, Runt-SMMHC FRET, KLK5 inh, Wee1 stabilizer, FXIa inh 1536, 14-3-3 Bad PPI, Hck-Nef inh, Thrombin inh
O=C(CCc1c[nH]c2ccccc12)N1CCN(c2ccc(F)cc2)CC1
    0.5, 2.8, 1.1, nt, -1.6, -0.9, -9.7, -0.8, -5.3
COc1ccc(N2CCN(S(=O)(=O)c3ccc(OC)cc3)CC2)cc1
    -1.2, 0.0, 0.6, -3.9, -2.0, -9.1, -10.5[fluorescence artefact?], -20.8, 0.1
COc1cc(/C=C2/NC(=O)N(Cc3ccccc3F)C2=O)ccc1O
    -4.7, 8.8, -6.6, nt, 0.8, 1.9, -6.6, -21.2, -1.9

# (more compounds)
SMILES,Runt-CBFb FRET,FXIIa inh 1536,Runt-SMMHC FRET,KLK5 inh,Wee1 stabilizer,FXIa inh 1536,14-3-3 Bad PPI,Hck-Nef inh,Thrombin inh
CCOc1ncccc1C(=O)Nc1ccc2c(c1)OCO2,-1.1,nt,-0.4,-0.7,-1.7,-2.0,0.4,-20.5,-2.3
O=C(O)c1ccc(NC2=C(Cl)C(=O)c3ccccc3C2=O)cc1,22.5,43.3*,14.7,80.9*,-1.9,13.5,4.9,-11.3,22.8
O=c1c2ccccc2c(-c2ccccc2)nn1Cc1ccc(Cl)cc1,0.3,25.9,-2.7,-12.3,-2.3,16.5,17.0,0.7,-0.1
CCOC(=O)c1ccc(NC(=O)c2nc[nH]c2C(=O)N(C)Cc2ccccc2)cc1,1.5,7.3,3.3,-11.5,nt,-5.0,-10.6,26.0,-5.2
CN(Cc1ccccc1)C(=O)[C@H]1CCC(=O)N1Cc1ccco1,0.8,3.3,-1.5,-24.4,-1.4,-0.5,-1.0,-16.6,2.5
Cc1cccn2cc(CCNS(=O)(=O)c3cccc([N+](=O)[O-])c3)nc12,2.1,7.3,-3.3,-1.4,0.6,-0.3,0.1,22.3,-7.8
Cc1ccccc1-n1c(C)nnc1SCC(=O)NNC(=O)c1ccccc1,0.2,1.7,-2.3,-9.5,-2.6,-0.5,-4.6,1.6,-6.6
CCn1c(SCC(=O)O)nnc1-c1ccccc1,-0.7,17.0,-1.1,-13.2,-0.1,4.8,-11.6[fluorescence artefact?],0.4,6.1
CCN(CC)S(=O)(=O)c1ccc(O)c(C(=O)OCC(=O)Nc2ccc(OC(F)(F)F)cc2)c1,0.2,4.2,1.0,-3.2,-4.0,-2.5,-13.4,21.1,-9.6
CCC(=O)NC1=C(Cl)C(=O)C(NC(=O)CC)=C(Cl)C1=O,17.0,8.2,95.3*,1.5,2.3,1.6,26.0,5.3,-2.0
O=C(O)c1ccccc1C(=O)NCc1ccccc1,-1.5,11.8,-2.2,-32.6,0.6,2.4,14.7,0.9,-1.2
COc1ccc(N2C(=O)CC(N(CCc3ccccc3)C(=O)/C=C/C(=O)O)C2=O)cc1 (stereo not given),-2.1,6.3,-2.2,10.8,2.3,0.3,-4.4,25.8,-6.2
CC(=O)N(Cc1cc(=O)[nH]c2ccccc12)c1ccc(C)cc1,0.1,6.7,2.4,-7.0,-0.1,-3.0,2.8,-0.2,-2.4
Cc1ccc2[nH]c(O)c(N=Nc3nc4ccccc4s3)c2c1,-14.7,6.0,-16.8,-4.9,-3.4,3.3,39.3,38.7,-0.1
COc1cccc(C(=O)CSc2nnc(-c3cccs3)o2)c1,0.6,22.6,-7.3,-9.0,0.2,16.2,-5.4,-0.1,-1.8
CN1/C(=C\C(=O)c2oc3ccccc3c2N)C(C)(C)c2ccccc21,2.1,12.6,-6.3,3.9,3.9,0.6,2.6,4.5,-2.0
C=CCOc1nc(N2CCCC2)nc(N2CCCC2)n1,0.5,7.9,1.0,-16.6,-0.5,-12.6,-5.6,0.2,-0.8
O=C(Cc1ccccc1)N1CCN(S(=O)(=O)c2ccc([N+](=O)[O-])cc2)CC1,-2.1,7.7,0.6,7.6,-4.1,0.5,-3.7,20.9,-9.4
COc1ccc(CC2(CO)CCN(Cc3cnn(-c4ccccc4OC)c3)CC2)cc1,-0.3,-0.5,2.1,nt,-1.0,-3.5,2.4,5.3,-10.9
O=C(N/N=C\c1ccc(Sc2ccccn2)o1)c1cccc(F)c1,nt,7.0,-5.9,17.0,-0.5,10.4,-1.6[fluorescence artefact?],3.3,-2.5
CC1(C)CC(=O)C2=C(C1)OC(N)=C(C#N)C2CCc1ccccc1 (stereo not given),-2.6,9.8,2.0,-8.4,0.5,0.7,-5.1,11.3,5.5
CCOc1ncccc1C(=O)Nc1ccc(F)cc1,0.1,-5.6,4.0,-23.6,-0.5,-5.7,-5.1,-1.0,1.3
COc1ccc(CCNC(=O)NC2CCCCC2)cc1OC,-0.9,0.3,-3.4,-29.2,0.3,-5.4,-13.2,-0.1,12.7
CCNC(=S)Nc1ccc(Cl)c([N+](=O)[O-])c1,-0.2,5.2,-0.1,-6.2,-2.5,-10.8,-11.2,18.0,-23.9
CC(=O)c1c(C)[nH]c(C(=O)OCC(=O)NCCc2ccc(F)cc2)c1C,-2.6,15.0,-45.7,6.3,-4.0,5.3,-0.8,3.6,2.6
CCOC(=O)C1=C(Nc2cccc(Cl)c2)OCC1=O,-0.8,7.5,1.9,-16.7,1.6,0.7,-14.3[fluorescence artefact?],-0.6,0.2
CCCc1[nH]nc2c1C(Cc1ccccc1)C(C#N)=C(N)O2 (stereo not given),0.2,9.3,1.8,-8.4,3.2,-4.5,-7.4,1.5,-3.6
Cn1cccc1C(C#N)(CC#N)c1cccc(F)c1C#N (stereo not given),-1.3,8.0,0.1,-1.0,2.7,1.7,-4.0,14.1,-2.0
COc1ccccc1C(=O)Oc1ccc(C(C)C)cc1,0.4,-2.1,-1.4,-1.2,-1.2,-5.7,19.1[fluorescence artefact?],1.1,-4.0
Cc1ccc(OC(=O)c2sc(Cl)nc2C)cc1C,-1.4,5.7,-3.9,-4.0,-0.8,-10.3,-9.7,0.5,-7.3

# Bioassay records from PubChem BioAssay.
